AHR act: AHR activators, primary screen, cell-based, luminescence, luciferase reporter, human | activation, % at 5 µM | 320,000 compounds, 2.5% hits | AHR-responsive luciferase reporter cells | Aryl hydrocarbon receptor (Homo sapiens), P35869; in the data active means activation above about 47%;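 further: 0% = vehicle wells and 100% = reference agonist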
proCasp7 act: procaspase-7 activators, primary screen, counter-screen for procaspase-3 activator project, biochemical, absorbance, HTS, human. activation, % at 8.5 µM. Caspase-7 (Homo sapiens), P55210. recombinant procaspase-7, Ac-DEVD-pNA absorbance 405 nm; D23A/D198A/D206A triple mutant, cannot self-cleave; scale: DMSO 0, 5 µM enzyme 100. 330,000 compounds, 0.093% hits;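 active means percent activation above the screen-wide mean plus 3 SD, cut at about 25% in these data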
Target sequence (P55210 whole entry D23A/D198A/D206A): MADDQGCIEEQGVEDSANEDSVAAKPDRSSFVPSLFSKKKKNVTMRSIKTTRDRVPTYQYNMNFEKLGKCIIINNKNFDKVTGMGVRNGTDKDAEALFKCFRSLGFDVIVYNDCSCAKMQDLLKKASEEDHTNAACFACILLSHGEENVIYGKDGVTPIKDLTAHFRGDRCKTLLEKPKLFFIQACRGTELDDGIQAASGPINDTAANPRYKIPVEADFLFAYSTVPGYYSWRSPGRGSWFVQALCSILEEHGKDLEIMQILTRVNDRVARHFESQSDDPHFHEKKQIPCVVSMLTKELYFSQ
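Test system: Procaspase-7 triple mutant (PC-7 D3A). Also added: Ac-DEVD-pNA substrate, 400 µM as added. Schedule: 1 h enzyme–compound preincubation and 2 h substrate reaction, both 25 °C. Signal: p-Nitroaniline absorbance at 405 nm, read at 0 and 120 min. Control set: low DMSO alone, high DMSO plus 5 µM PC-7.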
CIT2-GFP yeast: modulators of CIT2-GFP expression in yeast, primary screen, S. cerevisiae, GFP fusion, multiplex flow cytometry, MLPCN library; GFP response vs DMSO, % at 10 µM; S. cerevisiae CIT2-GFP strain, 3 h; 100 means same as DMSO wells; 320,000 compounds, 0.065% hits;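 active means GFP response relative to DMSO above a set limit, near the screen mean plus 3 SD, cut at about 150% in these data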;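 further: ratio of well median GFP fluorescence to mean of DMSO wells on the plate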
LAP4 TOR yeast: modulators of LAP4-GFP expression in yeast, primary screen, S. cerevisiae, multiplex flow cytometry, MLPCN library; 3 h; median GFP as percent of DMSO wells; GFP response vs DMSO, % at 10 µM; AID 2023, 2009; 320,000 compounds, 0.34% hits;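 active means GFP response vs DMSO above a set limit, about the screen mean plus 3 SD, cut at about 150% in these data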
procasp3 activ: activators of human procaspase-3 D3A mutant, primary screen, biochemical, absorbance, PC-3 D3A mutant, single concentration | Caspase-3 (Homo sapiens), P42574 | recombinant procaspase-3 D3A, Ac-DEVD-pNA absorbance 405 nm | activation, % at 8.5 µM | 330,000 compounds, 0.11% hits | AID 463141, 2010;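 active means activation above the mean of all tested compounds plus 3 SD, cut at about 21% in these data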;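 further: 0% = DMSO alone and 100% = DMSO wells spiked with extra 5 µM PC-3 D3A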
Target sequence (P42574 whole entry D9A/D28A/D175A): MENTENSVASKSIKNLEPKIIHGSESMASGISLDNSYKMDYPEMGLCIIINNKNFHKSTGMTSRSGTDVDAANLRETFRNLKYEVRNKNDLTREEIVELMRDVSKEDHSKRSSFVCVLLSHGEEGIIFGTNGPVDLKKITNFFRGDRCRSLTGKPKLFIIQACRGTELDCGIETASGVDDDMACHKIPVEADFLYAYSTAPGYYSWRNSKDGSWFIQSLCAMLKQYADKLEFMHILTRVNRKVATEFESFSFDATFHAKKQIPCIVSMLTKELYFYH
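Compound: 8.5 µM single point, 0.8% DMSO / Material: Autoprocessing-dead procaspase-3 D3A mutant enzyme / Timing: 1 h preincubation plus 2 h reaction at 25 °C / Medium: Zinc-free HEPES/NaCl buffer with 0.01% Triton X-100 at pH 7.4 / Technique: 405 nm absorbance of p-nitroaniline, reads at 0 and 120 min / Repeats: one well per compound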
RPL19A-GFP yeast: RPL19A-GFP expression modulators in yeast, primary screen, cell-based, S. cerevisiae, multiplex flow cytometry, MLPCN. AID 2025, 2009. S. cerevisiae RPL19A-GFP strain, 3 h; hits give low values. 330,000 compounds, 0.3% hits. percent response vs DMSO, % at 10 µM;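 active means percent response vs DMSO below 50%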;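 further: median channel GFP fluorescence of the barcoded RPL19A-GFP strain; ratio of sample median GFP to plate DMSO average so 100% = DMSO; lower means less RPL19A-GFP as with rapamycin TOR inhibition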
AGP1-GFP MLPCN: modulators of AGP1-GFP expression in yeast TOR pathway, primary screen, cell-based, multiplex flow cytometry, S. cerevisiae, MLPCN library. GFP response vs DMSO, % at 10 µM. AID 2066, 2009. 320,000 compounds, 0.02% hits. 3 h; GFP as percent of DMSO wells;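 active means GFP response relative to DMSO above a set limit, near screen average plus 3 SD, cut at about 150% in these data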;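 further: median GFP channel fluorescence of the gated AGP1 strain per well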
MEP2 TOR yeast: modulators of MEP2-GFP levels in yeast, primary screen, S. cerevisiae, multiplex flow cytometry, MLPCN library; AID 2016, 2009; GFP response vs DMSO, % at 10 µM; S. cerevisiae MEP2-GFP strain, 3 h; 100% = DMSO control level; 330,000 compounds, 0.51% hits;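 active means GFP response versus DMSO above a set limit, roughly screen mean plus 3 SD, cut at about 180% in these data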;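 further: median GFP fluorescence of the barcode-gated MEP2-GFP cells per well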
* hit, by the source's call; · = not tested or not shown; [ ] = remark or other dose.

[1] CCOC(=O)c1ccc(NS(=O)(=O)c2ccc3[nH]c(=O)[nH]c3c2)cc1
[2] O=S(=O)(NCCSc1nc2ccccc2o1)c1ccccc1
[3] CCOC(=O)N/N=C/C(Cl)=C/c1ccccc1
[4] CC(C)CC(=O)Nc1ccc(N2CCN(S(C)(=O)=O)CC2)cc1
[5] COc1ccc(NC(=O)Cn2nnc(C(=O)NCc3cccs3)c2N)cc1
[6] CC(=O)C1=C(C)NC(SCc2cccc([N+](=O)[O-])c2)=C(C#N)C1c1ccco1 (configuration not stated)
[7] O=C(NNC(=S)NCc1ccco1)C(c1ccccc1)c1ccccc1
[8] Cc1ccccc1-c1noc(C23CC4CC(CC(C4)C2)C3)n1
[9] CCN(CC)S(=O)(=O)c1ccc(N2CCN(S(=O)(=O)c3ccc4c(c3)OCCO4)CC2)nc1
[10] Cc1nnsc1SC(C)C(=O)O (configuration not stated)
Compound	1	2	3	4	5	6	7	8	9	10
AHR act	4.5	-3.0	1.1	0.6	0.8	1.1	1.5	4.7	-0.8	0.2
proCasp7 act	-4.3	4.7	4.7	4.8	-2.9	-16.0	1.2	6.7	2.1	-2.2
CIT2-GFP yeast	106.0	92.2	80.3	109.2	104.5	116.7	104.7	·	108.8	94.7
LAP4 TOR yeast	105.0	101.1	131.9	100.2	110.9	104.8	110.1	107.6	113.0	100.1
procasp3 activ	-5.7	-2.3	5.3	1.6	-1.6	0.7	-1.6	-6.3	7.8	0.9
RPL19A-GFP yeast	102.1	100.3	98.9	105.0	100.6	107.1	115.5	100.3	103.2	100.0
AGP1-GFP MLPCN	104.0	99.7	99.1	105.9	103.7	118.7	108.5	102.3	104.7	100.4
MEP2 TOR yeast	101.3	103.0	106.9	109.4	100.4	116.4	112.4	102.4	98.3	98.1

[11] Cn1c(CC(=O)NNC(=O)c2cncc(Br)c2)nc2ccccc21
[12] c1cc(OCCCN2CCCCC2)ccc1CN1CCCCC1
[13] CC(OC(=O)Cc1n[nH]c(=O)c2ccccc12)C(=O)Nc1cccc([N+](=O)[O-])c1 (configuration not stated)
[14] CCOCCOc1cccc(C(=O)NC(c2ccccc2)C(C)C)c1 (configuration not stated)
[15] CCCc1noc2c1/C(=N\O)CCC2
[16] Cc1ccc(-n2ncc3c(NNC(=O)c4cccs4)ncnc32)cc1
[17] CC(C)(C)C1=CC(=Nc2ccccc2N)C=C(C(C)(C)C)C1=O
[18] CCOc1ccc(S(=O)(=O)NCc2ccncc2)cc1NC(=O)c1ccccc1F
[19] CCCCCC(=O)N1CCN(c2ccc(C(C)=O)cc2F)CC1
[20] Cc1cc2cc(CNC(=O)C(C)Oc3ccccc3)ccc2n1C (configuration not stated)
Compound	11	12	13	14	15	16	17	18	19	20
AHR act	15.3	-0.6	-2.5	2.9	0.3	2.9	-0.3	-4.2	0.0	5.8
proCasp7 act	-8.4	1.8	3.0	-5.6	3.5	9.8	1.6	11.4	6.2	-13.7
CIT2-GFP yeast	86.6	109.4	100.2	92.3	102.1	89.9	100.7	102.8	85.0	95.9
LAP4 TOR yeast	87.2	98.8	106.1	108.9	102.2	87.2	95.8	90.3	100.1	99.9
procasp3 activ	6.8	-7.3	4.3	6.2	-2.1	8.7	-5.7	0.8	-3.5	-5.8
RPL19A-GFP yeast	93.1	97.9	99.6	94.9	98.8	89.0	103.0	100.5	92.0	104.3
AGP1-GFP MLPCN	87.0	103.1	103.9	103.5	104.3	91.2	102.9	96.1	85.0	99.0
MEP2 TOR yeast	94.2	101.4	104.4	121.3	95.4	90.2	108.5	108.1	94.3	107.6

[21] Cc1cnn(C(=O)c2cc(-c3ccccn3)nc3ccc(Cl)cc23)c1
[22] COc1ccccc1N1CCN(Cc2c[nH]c3ccccc23)CC1
[23] CCOC(=O)c1nn(-c2ccc(OCC)cc2)c2nc(CC(C)C)c(C#N)c(=O)n12
[24] COC(=O)c1cc(OC)c(OC)cc1NC(=O)CCC1CCCC1
[25] Cc1nn(C(C)C(=O)NC(C)CCc2ccccc2)c(=O)c2cc3occc3n12 (configuration not stated)
[26] COc1ccc(OC)c(NC(=O)Nc2ccccc2C)c1
[27] O=S(=O)(Nc1cccc(-c2cn3c(n2)SCC3)c1)c1cccs1
[28] CCOC(=O)c1cccc2c1-c1ccccc1/C2=N/O
[29] CCN1CCN(C(=O)C(C)Sc2nnc3nc(C)cc(C)n23)CC1 (configuration not stated)
[30] COc1ccc2c(c1)c(C(=O)O)c(C)n2CCc1ccc(OC)c(OC)c1
Compound	21	22	23	24	25	26	27	28	29	30
AHR act	9.1	8.4	5.9	13.6	-0.2	13.8	2.5	-0.2	0.1	2.1
proCasp7 act	-2.0	11.9	-3.5	2.1	-6.8	0.0	-12.1	-0.4	4.4	7.0
CIT2-GFP yeast	94.2	100.3	94.8	106.4	113.9	86.1	103.4	91.5	100.5	108.4
LAP4 TOR yeast	110.1	114.6	81.0	101.2	100.9	99.7	96.1	113.8	102.2	95.6
procasp3 activ	10.8	-4.8	-4.7	3.1	1.9	8.8	-1.8	-2.5	-0.5	6.9
RPL19A-GFP yeast	94.0	100.9	93.6	97.2	106.0	98.4	103.8	99.0	97.3	105.0
AGP1-GFP MLPCN	101.6	110.6	91.0	99.9	100.4	93.8	104.2	92.4	106.0	105.6
MEP2 TOR yeast	102.3	107.0	87.1	108.0	104.9	98.3	103.3	111.5	100.7	117.2

[31] COc1ccc(Nc2c3c(nc4ccccc24)CCC3)cc1
[32] CCCCNC1=NCCS1
[33] CC(=O)Nc1ccc(OC(F)(F)Cl)cc1
[34] Cc1c(C=O)c(=O)n(-c2ccccc2)n1-c1ccccc1
[35] Cc1cc(C)c(NS(=O)(=O)c2ccc(NC(=O)CCC(=O)O)cc2)c(C)c1
[36] CC(=O)Nc1cc(S(=O)(=O)Nc2ccccc2)c(C)cc1C
[37] CN1CCN(C(=S)SCC(=O)N2CCCc3ccccc32)CC1
[38] O=S(=O)(Cc1nnnn1-c1ccccc1)c1ccccc1
[39] O=C(NC(=S)Nc1ccccc1)c1cccs1
[40] O=C(NCCCN1CCCC1=O)c1cc(COc2ccc(F)cc2F)on1
Compound	31	32	33	34	35	36	37	38	39	40
AHR act	3.6	-0.2	0.8	-0.7	-1.0	4.3	-1.6	-0.5	11.5	-5.2
proCasp7 act	-12.0	2.8	-0.7	1.8	13.3	13.3	6.4	16.2	-3.9	-7.3
CIT2-GFP yeast	107.0	102.0	103.1	91.8	96.9	101.8	101.1	109.4	83.5	102.4
LAP4 TOR yeast	92.5	102.7	98.3	97.7	91.9	100.1	91.6	101.4	104.0	104.2
procasp3 activ	8.1	8.1	7.4	-3.5	1.4	-7.2	-0.6	4.7	-4.4	-0.3
RPL19A-GFP yeast	103.1	103.8	104.2	98.2	97.3	100.7	104.5	97.3	100.4	97.8
AGP1-GFP MLPCN	106.6	93.5	96.8	100.5	96.7	102.7	99.4	101.5	87.1	102.2
MEP2 TOR yeast	102.3	100.0	103.0	106.1	98.7	101.6	98.0	98.1	104.2	104.8

Some of the entries above, reformatted.
| entry | molecule | AHR act | proCasp7 act | CIT2-GFP yeast | LAP4 TOR yeast | procasp3 activ | RPL19A-GFP yeast | AGP1-GFP MLPCN | MEP2 TOR yeast |
| --- | --- | --- | --- | --- | --- | --- | --- | --- | --- |
| 31 | COc1ccc(Nc2c3c(nc4ccccc24)CCC3)cc1 | 3.6 | -12.0 | 107.0 | 92.5 | 8.1 | 103.1 | 106.6 | 102.3 |
| 22 | COc1ccccc1N1CCN(Cc2c[nH]c3ccccc23)CC1 | 8.4 | 11.9 | 100.3 | 114.6 | -4.8 | 100.9 | 110.6 | 107.0 |
| 1 | CCOC(=O)c1ccc(NS(=O)(=O)c2ccc3[nH]c(=O)[nH]c3c2)cc1 | 4.5 | -4.3 | 106.0 | 105.0 | -5.7 | 102.1 | 104.0 | 101.3 |

Continued:
[41] O=S(=O)(Cc1cccc(F)c1)c1c[nH]c2ccccc12
[42] COc1ccc(OC)c(Nc2cc(C)nc3nc(C)nn23)c1
[43] COc1ccc(CCNC(=O)CCOc2ccc(C)cc2)cc1OC
[44] Cc1cc(Cl)ccc1OCC(=O)NNC(=O)c1cccnc1
[45] COc1nccnc1NS(=O)(=O)c1ccc(NC(=S)NC(=O)c2ccc(F)c(F)c2)cc1
[46] O=C(Nc1ccc2oc(-c3cccnc3)nc2c1)c1ccc2c(c1)OCCO2
[47] CCOc1ncccc1C(=O)NNC(=O)c1ccccc1-n1cccc1
[48] Cc1c(C(=O)NC2CCS(=O)(=O)C2)oc2ccccc12 (configuration not stated)
[49] c1ccc(-c2ccccn2)nc1
[50] Cn1nc(-c2ccccc2)c(C(=O)Nc2ccc(Cl)cc2)c1Cl
Compound	41	42	43	44	45	46	47	48	49	50
AHR act	38.5	1.5	2.5	5.7	0.8	-7.0	60.9*	0.3	-1.5	0.7
proCasp7 act	2.5	6.7	1.1	7.8	1.2	5.2	-3.0	1.2	-3.0	7.8
CIT2-GFP yeast	104.1	89.6	98.9	97.6	95.2	105.5	94.0[may fluoresce green]	104.9	92.1	96.9
LAP4 TOR yeast	109.6	107.3	98.1	92.4	95.8	94.6	97.0[may fluoresce green]	96.5	105.0	101.7
procasp3 activ	9.7	5.2	3.2	6.3	-1.7	6.2	6.9	1.6	-11.0	1.2
RPL19A-GFP yeast	98.8	99.1	97.6	92.7	97.8	101.0	102.4[may fluoresce green]	104.5	105.4	94.6
AGP1-GFP MLPCN	105.5	98.3	100.1	96.2	96.1	97.5	101.2[may fluoresce green]	102.3	98.4	101.5
MEP2 TOR yeast	103.6	98.7	96.8	94.6	99.2	108.3	103.8[may fluoresce green]	103.7	95.5	100.1

[51] CCOC(=O)c1ccccc1NC(=O)Cc1ccc(S(=O)(=O)N2CCCC2)s1
[52] COc1ccc(-c2cc(=O)oc3cc(OCC(=O)N(C)C)ccc23)cc1
[53] NC(=O)c1ncc(C(F)(F)F)cc1Oc1ccc(F)cc1
[54] Cn1c(=O)c(C(=O)CN2CC(=O)Nc3ccccc32)c(N)n(Cc2ccccc2)c1=O
[55] CCN1CCN(c2nc(-c3cccnc3)nc3ccccc23)CC1
[56] O=C(CC1SC(=NCC2CCCO2)NC1=O)Nc1cc([N+](=O)[O-])ccc1Cl (configuration not stated)
[57] CCC(C)(C)n1nnnc1CN(Cc1cccs1)Cc1cc2cc(OC)ccc2[nH]c1=O
Compound	51	52	53	54	55	56	57
AHR act	3.4	5.3	-1.9	-1.7	29.5	-0.5	5.8
proCasp7 act	-7.2	-5.2	-0.8	7.5	11.2	2.9	2.9
CIT2-GFP yeast	102.4	104.0	99.4	93.9	86.6	101.8	103.5
LAP4 TOR yeast	95.5	94.2	96.3	102.6	80.0	94.2	98.6
procasp3 activ	-3.3	-0.1	-3.6	-4.5	5.2	-4.4	2.6
RPL19A-GFP yeast	101.7	99.4	99.5	99.3	121.1	94.7	97.7
AGP1-GFP MLPCN	99.7	100.3	100.9	103.7	91.8	104.8	109.3
MEP2 TOR yeast	96.7	104.2	100.2	95.0	95.5	96.3	100.8

Assay outcomes: PubChem, several laboratories
